From PubChem BioAssay
GCN5L2 inh: GCN5L2 (KAT2A) acetyltransferase inhibition. Q92830. GCN5L2 HAT assay, ThioGlo1 CoA-SH fluorescence. Potency, µM (series often up to 58.9 µM), for inactives: at the top dose activity change, negative = inhibition, hits mostly inhibitors. 390,000 compounds, 0.21% hits
Target sequence (Q92830 whole entry, looked up): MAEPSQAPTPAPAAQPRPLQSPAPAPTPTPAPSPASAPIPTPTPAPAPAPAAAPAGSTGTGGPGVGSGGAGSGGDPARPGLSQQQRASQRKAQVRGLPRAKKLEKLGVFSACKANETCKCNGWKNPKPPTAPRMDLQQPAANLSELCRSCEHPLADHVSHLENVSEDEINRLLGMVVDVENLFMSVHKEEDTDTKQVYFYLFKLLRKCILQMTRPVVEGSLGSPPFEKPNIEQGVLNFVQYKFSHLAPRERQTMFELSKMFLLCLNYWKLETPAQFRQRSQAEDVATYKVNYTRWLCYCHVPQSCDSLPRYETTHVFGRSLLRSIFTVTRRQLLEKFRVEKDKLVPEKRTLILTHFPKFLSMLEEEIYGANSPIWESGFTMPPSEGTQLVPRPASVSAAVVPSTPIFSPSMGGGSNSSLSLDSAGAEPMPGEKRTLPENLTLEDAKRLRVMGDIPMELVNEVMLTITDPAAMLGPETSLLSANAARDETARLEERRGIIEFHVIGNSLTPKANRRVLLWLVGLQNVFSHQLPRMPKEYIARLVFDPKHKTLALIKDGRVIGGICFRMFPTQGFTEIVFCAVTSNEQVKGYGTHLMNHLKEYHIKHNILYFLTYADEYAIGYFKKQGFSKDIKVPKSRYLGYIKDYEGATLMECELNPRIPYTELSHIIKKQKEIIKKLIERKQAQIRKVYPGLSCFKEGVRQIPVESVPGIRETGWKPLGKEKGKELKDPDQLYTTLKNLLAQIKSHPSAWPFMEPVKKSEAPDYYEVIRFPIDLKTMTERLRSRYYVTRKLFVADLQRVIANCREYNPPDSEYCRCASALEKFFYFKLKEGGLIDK
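Enzyme at 20nM final was mixed with library compounds for 15 min at room temperature. Peptide H3(1-25) at 75uM, acetyl-CoA at 70uM and ThioGlo1 at 50uM were then added. Plates were read immediately and after 20 min (Ex340nm/Em540nm).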
FEN1 inh: inhibitors of human flap endonuclease 1; P39748; Recombinant FEN1 flap cleavage, fluorescence, 15 min; Potency, µM (series often up to 114 µM), without a hit: top-dose activity change, negative = inhibition, hits mostly inhibitors; 390,000 compounds, 0.35% hits; AID 588795; further: nearly all actives have a fitted effect of over 65% in size
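Potency values derive from four-parameter Hill fits of normalized qHTS data. The reaction used 10 nM FEN1 preincubated 15 min at room temperature with compound, then 50 nM DNA substrate, read at 0 and 15 min.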
DT40 TDP1 CPT: growth inhibition of DT40 Tdp1-/-;hTDP1 cells with camptothecin (screen for TDP1 inhibitors); Potency, µM (highest dose often 46.2 µM), inactives show top-dose activity change, negative = growth inhibition, hits mostly inhibitors; 420,000 compounds, 12% hits; chicken DT40 Tdp1-/-;hTDP1 cells + 20 nM CPT, ATP luminescence, 48 h; further: nearly all actives have a fitted effect of over 55% in size
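Chicken DT40 Tdp1-/- cells complemented with human TDP1, 400 cells/well, exposed to compounds plus 20 nM camptothecin for at least 48 h at 37 C; viability read as ATP content by CellTiter-Glo luminescence.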
The depositor's hits bear a star; ? = inconclusive; . = not tested or not shown; & = joins results of further samples; [ ] = another dose, or the depositor's remark. The call rests on the fitted dose curve; in most records, active means well fitted curve in the direction sought with a large enough effect; inconclusive means small, poorly fitted or top-dose-only effect, or another doubt; inactive means no such curve, though single readings can be large; an effect the other way counts as inactive or inconclusive. On the % scale 0 is the no-effect control and ±100 the full control effect; potency means the concentration at half of the fitted maximal effect. Some of the compounds tested (hit frequency here may not be typical).

SMILES	GCN5L2 inh	FEN1 inh	DT40 TDP1 CPT
Cc1nc(SCC(=O)NC(=O)NCc2ccco2)nc(C)c1C	-3.2%	-7.5%	3.6%
O=C(CSc1nnc(C2CC2)n1Cc1ccccc1)c1ccc(S(=O)(=O)N2CCOCC2)cc1	-23.2%	-7.2%	?
Cc1ccc(C(=O)N2CCC(n3nccc3NC(=O)C3CCOC3)CC2)cc1 (stereo not given)	1.0%	-12.0%	13.6%
CCCn1c(=O)[nH]c(=O)c2c(C(=O)OCC)cc(-c3cccs3)nc21	?	5.7%	-23.9%
COc1ccc(-c2cc(=O)c3c(OC)c(OC)c(OC)c(OC)c3o2)cc1	-22.8%	16.7%	23.1µM*
CCSc1ncc(Cl)c(C(=O)N(Cc2ccc(N(C)C)cc2)Cc2ccco2)n1	-12.7%	-17.1%	?
CCCN(CC(=O)Nc1ccc(C(N)=O)cc1)CC(=O)Nc1ccc(Cl)cc1Cl	-0.4%	0.9%	3.4%
O=C(Nc1ccc(Br)c2cccnc12)c1cccc2ccccc12	0.8%	-7.4%	-14.4%
CCOc1ccc(NC(=O)CN(C)C(=O)Cc2sc(C)nc2-c2ccc(F)cc2)cc1OCC	-3.1%	-7.4%	-19.0%
NC(N)=Nc1nc(CCN2C(=O)c3ccccc3C2=O)cs1	8.1%	5.0%	?

Two compounds drawn at random from those above:
SMILES	GCN5L2 inh	FEN1 inh	DT40 TDP1 CPT
Cc1nc(SCC(=O)NC(=O)NCc2ccco2)nc(C)c1C	-3.2%	-7.5%	3.6%
NC(N)=Nc1nc(CCN2C(=O)c3ccccc3C2=O)cs1	8.1%	5.0%	?

Carrying on:
SMILES	GCN5L2 inh	FEN1 inh	DT40 TDP1 CPT
Cc1noc(C)c1NC(=O)N(C)C[C@H]1Oc2c(cccc2N(C)C)C(=O)N([C@H](C)CO)C[C@@H]1C	.	20.7%	-2.8%
COc1ccc([N+](=O)[O-])cc1/C=N/NC(=O)CNC(=O)C(c1ccccc1)c1ccccc1	-10.7%	7.6%	?
COc1ccc(-c2noc(CNC(=O)c3ccoc3C)n2)cc1OC	-3.2%	-11.6%	-3.2%
COc1nccnc1NS(=O)(=O)c1ccc(NC(=O)c2ccccc2Br)cc1	-8.9%	-14.7%	-1.8%
Cn1c(SCC(=O)Nc2ccc(NC(=O)c3cccs3)cc2)nnc1-c1ccncc1	-2.9%	-0.6%	-1.6%
CC(=O)c1ccc(NC(=O)CC(c2cccs2)N2Cc3ccccc3C2=O)cc1 (stereo not given)	-1.2%	-4.8%	-24.0%
COc1cc(/C=C/C(=O)OCC(=O)Nc2cccc(Oc3ccccc3)c2)ccc1O	3.0%	2.9%	-24.9%
CC(C)(C)n1nnnc1C(c1cccs1)N(Cc1ccccc1)Cc1cccnc1 (stereo not given)	1.7%	15.7%	20.6µM*
CC(Oc1ccccc1)C(=O)OCC(=O)Nc1ccc2c(c1)OCO2 (stereo not given)	-5.5%	4.4%	7.3%
CSc1ccccc1C(=O)NCCSC(C)(C)C	-0.7%	-3.8%	-3.2%
O=c1[nH]c(Cc2ccccc2)nc2c1oc1ccccc12	-1.4%	-1.5%	6.51µM*
CN(C)c1ccc(CNC(=O)c2ccc(Cn3c(SCc4ccccc4)nc4cccnc43)cc2)cc1	-10.6%	7.8%	?
CCOC(=O)C(CC)Sc1ncnc2c1nnn2-c1ccc(F)cc1 (stereo not given)	-6.1%	3.7%	-22.1%
COCCN(C(=O)c1cc(CN2C(=O)c3ccccc3C2=O)ccc1OC)c1c(N)n(CC(C)C)c(=O)[nH]c1=O	.	20.0%	-4.6%
NC(=O)CSc1nnc(-c2cc3ccccc3o2)n1Cc1ccccc1	-0.4%	-3.9%	-21.7%
CCCS(=O)(=O)c1nc(S(=O)(=O)c2ccc(C)cc2)c(N2CCCC2)s1	-4.7%	1.5%	?
COc1cccc(C(=O)O[C@@H]2[C@H](Cc3ccccc3)NS(=O)(=O)[C@H]3C[C@@H]4C=C[C@]23O4)c1	0.9%	-12.1%	-13.1%
COc1ccc(OC)c(CCNC(=O)c2cc3cccc4c3n2CCS4)c1	-2.8%	-1.1%	?
COC(=O)C1=CC(C(=O)c2cccs2)=NN(c2ccc(OC)cc2)C1C(=O)OC (stereo not given)	-10.6%	-26.7%	?
COc1ccc(-n2c(C)nc3cc(C(=O)NC4CCCC4)ccc32)cc1	-5.7%	-9.0%	-27.1%

Reformatted in markdown: six of the compounds above.
| Compound | GCN5L2 inh | FEN1 inh | DT40 TDP1 CPT |
| --- | --- | --- | --- |
| NC(=O)CSc1nnc(-c2cc3ccccc3o2)n1Cc1ccccc1 | -0.4% | -3.9% | -21.7% |
| CN(C)c1ccc(CNC(=O)c2ccc(Cn3c(SCc4ccccc4)nc4cccnc43)cc2)cc1 | -10.6% | 7.8% | ? |
| COc1ccc(-n2c(C)nc3cc(C(=O)NC4CCCC4)ccc32)cc1 | -5.7% | -9.0% | -27.1% |
| CCCS(=O)(=O)c1nc(S(=O)(=O)c2ccc(C)cc2)c(N2CCCC2)s1 | -4.7% | 1.5% | ? |
| CCOC(=O)C(CC)Sc1ncnc2c1nnn2-c1ccc(F)cc1 (stereo not given) | -6.1% | 3.7% | -22.1% |
| COCCN(C(=O)c1cc(CN2C(=O)c3ccccc3C2=O)ccc1OC)c1c(N)n(CC(C)C)c(=O)[nH]c1=O | . | 20.0% | -4.6% |

Next compounds.
SMILES	GCN5L2 inh	FEN1 inh	DT40 TDP1 CPT
CCNC(=O)N(CC)C[C@H]1N[C@@](C)(C(=O)OC)[C@H]2C(=O)N(Cc3ccccc3)C(=O)[C@@H]12	-1.2%	2.8%	-10.4%
COc1cccc(-n2cnc(=O)c3cccnc32)c1	1.8%	-4.9%	-8.6%
CCn1cc(S(=O)(=O)c2cccc(C)c2)c(=O)c2cc(F)c(N3CCN(c4ccccc4)CC3)cc21	-11.8%	-15.7%	-2.8%
COc1ccc(CCNC(=S)N2CCN(S(=O)(=O)c3ccc(Cl)cc3)CC2)cc1	-0.9%	0.0%	-3.0%
Cc1ccc([N+](=O)[O-])c(C)[n+]1C	-25.9%	3.3%	?
CC1(C)CC(CC(=O)O)C(=O)O1 (stereo not given)	-6.9%[0.501 µM]	-0.2%	-4.8%
O=C(CCC(=O)N1CCN(c2ccccn2)CC1)c1cccs1	-1.6%	-0.1%	?
Fc1cccc(F)c1/C=C/c1ccc2ccccc2n1	-8.2%	-20.0%	?
Cc1ccccc1-c1noc(-c2cccnc2N(C)Cc2ccc(Cl)cc2)n1	-6.4%	16.1%	?
Cn1c(CS(=O)Cc2c(Cl)cccc2Cl)nnc1SCc1c(Cl)cccc1Cl (stereo not given)	-20.1%	0.2%	-27.1%

The list goes on; it opens with the 3 that closed the last part.
SMILES	GCN5L2 inh	FEN1 inh	DT40 TDP1 CPT
Fc1cccc(F)c1/C=C/c1ccc2ccccc2n1	-8.2%	-20.0%	?
Cc1ccccc1-c1noc(-c2cccnc2N(C)Cc2ccc(Cl)cc2)n1	-6.4%	16.1%	?
Cn1c(CS(=O)Cc2c(Cl)cccc2Cl)nnc1SCc1c(Cl)cccc1Cl (stereo not given)	-20.1%	0.2%	-27.1%
Cc1cccc(-c2nc3cc(NC(=O)Cc4ccc(Cl)cc4)ccc3o2)c1	-3.1%	-2.2%	16.4µM*
Cc1ccc(CNC(=O)CCS(=O)(=O)c2cc3c(cc2Cl)NC(=O)CO3)cc1	-4.3%&-15.9%	-3.1%&11.7%	?
Fc1ccccc1NC(=S)NCc1ccc(Cl)cc1	-0.3%	-3.8%	8.9%
COC(=O)c1ccc2c(c1)C(=O)N(C1CCCCC1)C2=O	0.3%	-1.7%	-5.5%
O=C(C[C@H]1C[C@H](C(=O)N2CCOCC2)[C@@]2(CCC3CCCC3)c3[nH]c4ccc(Cl)cc4c3CCN2C1=O)NCCN1CCOCC1	-2.8%	0.7%	?
CCCC(=O)c1cc(F)c(N2CCN(CCC#N)CC2)cc1C	-8.1%	-11.3%	-25.9%
CN1C(=O)c2oc3ccccc3c(=O)c2C1c1cccnc1 (stereo not given)	.	6.4%	0.3%
COCCOC(=O)N/C=C\c1nc2ccccc2c(=O)[nH]1	0.0%	-0.3%	?
CCN(CC)S(=O)(=O)c1ccc2[nH]c(=O)cc(C(=O)NCC3CCCO3)c2c1 (stereo not given)	2.4%	14.2%	35.6%
O=C(Nc1ccc2c(c1)OCO2)C1CCN(S(=O)(=O)c2cccs2)CC1	-2.8%	-6.5%	-19.7%
COCC(C)n1c(SCC(=O)N2CC(=O)Nc3ccccc32)nc2ccccc2c1=O (stereo not given)	-6.4%	-5.9%	-13.0%
Cc1ccc(-n2ncc(Cl)c2C(=O)NC2CC2)cc1	-22.8%	14.0%	?
CC/C(=N\Nc1ccc([N+](=O)[O-])cc1[N+](=O)[O-])c1ccc(O)cc1	-19.3%	14.2%	?
O=C(O)c1ccc(S(=O)(=O)N2CCCCCC2)cc1	0.0%	-4.1%	-4.4%
N/C(=N\OC(=O)CSc1ccccc1)c1ccccn1	-16.6%	16.2%	0.8%
COc1ccc(CNC(=O)c2sc(=S)n(-c3ccc(OC)cc3)c2N)cc1	-15.8%	-1.2%	?
CCC(C)CCN1CCN=C1Nc1ccccc1 (stereo not given)	-3.5%	-2.4%	-0.2%
O=C(NCCN1CCN(c2ccccc2)CC1)c1ccccc1F	-2.4%	0.7%	-5.9%
Cc1csc2nc(COC(=O)c3ccc(NC(=O)c4ccccc4Br)cc3)cc(=O)n12	-2.1%	-8.3%	20.6µM*
Cc1c(C)c2ccc(OC(C)C(=O)N3CC[C@@]4(O)CCCC[C@H]4C3)cc2oc1=O (stereo not given in full)	13.9%	-15.3%	?
Cc1ccccc1OCC(O)CNC1CCC(NCC(O)COc2ccccc2C)CC1 (stereo not given)	?	-2.8%	3.66µM*
O=C(O)CCc1nn2c3ccccc3n(CCO)c2nc1=O	-15.7%	12.4%	7.4%
CCN(CC)c1ccc(NC(=O)CN2CCN(S(=O)(=O)c3ccc(C(C)C)cc3)CC2)cc1	-16.5%	-18.4%	?
COc1ccc2[nH]c(C(=O)O)c(CCN3C(=O)c4ccc(C(=O)O)cc4C3=O)c2c1	-7.6%	2.0%	-4.0%
Cc1ccc(C(=O)N/N=C\c2ccc([N+](=O)[O-])s2)cn1	-2.9%	-10.2%	10.3µM*
O=S(=O)(c1ccccc1)N1CCC2(CCCN(Cc3ccccc3)C2)CC1	1.6%	.	14.1%
COc1ccc(-c2ccc(CNc3ccc4[nH]c(=O)[nH]c4c3)o2)cc1Cl	-6.6%	14.9%	?
COc1cccc(C2C(C(=O)c3ccco3)=C(O)C(=O)N2CCN(C)C)c1OC (stereo not given)	-9.0%	0.2%	1.9%
O=C1CCC(/C=C/c2ccccc2)=NN1Cc1ccc(Cl)c(Cl)c1	-1.0%	1.4%	-5.4%
CCN(CCN1CCCC1)C(=O)c1cc(COc2ccccc2SC)on1	-2.6%	1.9%	-23.8%
Cc1cccc2cc(CN(CC3CCCO3)S(=O)(=O)c3ccccc3)c(=O)[nH]c12 (stereo not given)	-5.0%	-5.7%	?
CCOC(=O)/C=C1\CN(CCC(C)C)S(=O)(=O)c2ccccc21	-0.5%	-10.9%	-4.9%
CC(Sc1ccc([N+](=O)[O-])cn1)C(=O)Nc1nccs1 (stereo not given)	-7.3%	25.7%	-10.8%
CCCC(C)NS(=O)(=O)c1ccc(OC)c(C)c1 (stereo not given)	?	-2.9%	?
